HTR5A inv ctr: counter-screen for OPRM1-OPRD1 inverse agonists: human HTR5A inverse agonism; P47898; HTR5A cell line, luminescence; inhibition, % at 9.3 µM; actives 0.083% (n = 340,000); AID 504634; in the data active = inhibition mostly above about 23%, no sharp cut-off; inactive = mostly below about 18%;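 also: 0% = cells with DMSO and 100% = no-cell wells with DMSO; some compounds called inactive have numbers as strong as hits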
V-ATPase pHluor: yeast V-ATPase proton transport regulation by pHLuorin; S. cerevisiae, pHLuorin cytosolic pH fluorescence; actives 0.37% (n = 350,000); AID 504577; response, % at 10 µM; in the data active = response mostly above about 7.3%, no sharp cut-off; inactive = mostly below about 5.4%; also: actives read high; inactives centre near 0; some compounds called inactive have numbers as strong as hits; reference of the scale not given here
HTR5A ag: activates human HTR5A in OPRM1-OPRD1 agonist counter-screen; P47898; HTR5A agonist assay, luminescence, cell-based; activation, % at 9.3 µM; actives 0.61% (n = 340,000); in the data active = activation mostly above about 9.5%, no sharp cut-off; inactive = mostly below about 7.6%;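 also: 0% = cells with vehicle only and 100% = reference agonist; strong numbers were not always called active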
dFosB act: enhances mouse delta FosB homodimer DNA binding; P13346; purified delta FosB, TAMRA-CDK5 oligo fluorescence polarization; percent of positive-control signal above neutral wells; activation, % at 25 µM; actives 0.99% (n = 340,000); AID 493131;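 active = mean activation above about 17%, with every replicate also reaching it, limit read from the data, passing the limit was not always enough; inconclusive = only one of the two conditions met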;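 also: fluorescence polarization rise as delta FosB binds a TAMRA Cdk5 AP-1 oligo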
Wnt act: activators of Wnt/beta-catenin signaling; Wnt/beta-catenin reporter cell assay, activator, plate reader; activation, % at 9.35 µM; actives 1.2% (n = 300,000); AID 743398; in the data active = activation above about 30%, passing the limit was not always enough; inconclusive = no clear call, values can overlap the other calls;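 also: 0% = neutral control wells and 100% = positive control wells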
CDK5 inh: inhibitors of human CDK5/p35 kinase; inhibition, % at 10 µM; AID 488839; actives 0.01% (n = 330,000); Recombinant CDK5/p35, ADP-Glo luminescence, 60 min; Q00535+Q15078;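 active = highest replicate inhibition of at least 50% and at least 75% of replicates reaching 50%; inconclusive = only one of the two criteria met; inactive = both criteria failed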;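 also: plate controls were DMSO neutral control for no effect and GW8510 at 10 µM for full effect; many of its hits are not listed in these tables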
Target sequence (Q00535 whole entry, looked up): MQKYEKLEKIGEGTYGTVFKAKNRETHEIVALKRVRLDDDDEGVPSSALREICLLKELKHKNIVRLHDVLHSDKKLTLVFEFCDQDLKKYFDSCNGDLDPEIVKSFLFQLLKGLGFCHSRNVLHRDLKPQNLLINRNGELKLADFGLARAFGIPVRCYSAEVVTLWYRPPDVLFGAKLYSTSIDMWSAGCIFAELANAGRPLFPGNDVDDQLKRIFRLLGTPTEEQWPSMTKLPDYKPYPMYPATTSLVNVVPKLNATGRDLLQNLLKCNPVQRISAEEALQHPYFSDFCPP
Target sequence (Q15078 whole entry, looked up): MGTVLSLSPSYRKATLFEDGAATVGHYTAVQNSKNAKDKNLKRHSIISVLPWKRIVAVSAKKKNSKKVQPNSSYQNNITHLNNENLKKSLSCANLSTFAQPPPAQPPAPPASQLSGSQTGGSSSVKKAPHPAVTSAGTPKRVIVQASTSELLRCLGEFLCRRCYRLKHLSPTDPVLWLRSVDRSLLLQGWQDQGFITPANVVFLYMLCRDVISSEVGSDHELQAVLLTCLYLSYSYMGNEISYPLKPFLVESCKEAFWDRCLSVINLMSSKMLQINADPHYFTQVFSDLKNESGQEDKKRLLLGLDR
SR-BI HDL uptake: inhibitors of mouse SR-BI mediated HDL lipid uptake. Q61009. ldlA[mSR-BI] CHO cells, DiI-HDL uptake fluorescence, 3 h. inhibition, % at 12.5 µM. actives 0.96% (n = 320,000);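 active = mean replicate inhibition of at least 70% and a set share of replicates each scoring 70 or more; inconclusive = meets just one of the two criteria; inactive = fails both criteria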;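 also: 0% = median of neutral control wells and 100% = median of positive control wells; values of inactives mirror those of a sister screen read the other way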
Target sequence (Q61009 whole entry, looked up): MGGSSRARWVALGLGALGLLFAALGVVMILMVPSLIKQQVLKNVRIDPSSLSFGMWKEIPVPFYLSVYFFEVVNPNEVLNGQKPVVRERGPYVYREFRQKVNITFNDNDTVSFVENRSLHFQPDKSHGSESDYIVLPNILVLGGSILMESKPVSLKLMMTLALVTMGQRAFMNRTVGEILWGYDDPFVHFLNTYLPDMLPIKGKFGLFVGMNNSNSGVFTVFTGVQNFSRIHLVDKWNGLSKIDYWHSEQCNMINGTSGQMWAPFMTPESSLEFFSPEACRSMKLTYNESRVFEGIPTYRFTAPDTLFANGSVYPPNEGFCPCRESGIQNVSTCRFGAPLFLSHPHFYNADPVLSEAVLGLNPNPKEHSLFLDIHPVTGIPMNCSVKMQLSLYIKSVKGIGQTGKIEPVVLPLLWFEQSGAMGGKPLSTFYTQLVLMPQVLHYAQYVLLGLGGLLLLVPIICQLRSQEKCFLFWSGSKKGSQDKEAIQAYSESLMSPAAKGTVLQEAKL
PvdQ inh: P. aeruginosa PvdQ acylase inhibition; purified PvdQ acylase, fluorescence plate reader; inhibition, % at 10 µM; actives 0.063% (n = 340,000); in the data active = inhibition above about 30%, passing the limit was not always enough; inconclusive = no clear call, values can overlap the other calls;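 also: 0% = vehicle neutral wells and 100% = reference inhibitor wells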
MITF act: activators of MITF-driven TRPM1 promoter activity in SK-MEL-5 cells; SK-MEL-5 TRPM1-promoter luciferase, 24 h; % of positive control, neutral wells = 0; activation, % at 12.5 µM; actives 0.75% (n = 300,000); AID 588334;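 active = mean activation of at least 80% with every replicate also reaching 80%; inconclusive = mean reaches 80% but some replicate falls short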;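 also: 0% = neutral control wells and 100% = parthenolide positive control wells; values of inactives mirror those of a sister screen read the other way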
NSD2 inh: NSD2 (human) methyltransferase inhibition. O96028. NSD2 peptide methylation, AlphaScreen, 120 min. inhibition, % at 12.5 µM. actives 0.54% (n = 310,000). AID 743445; in the data active = inhibition above about 50%
Numbers without * were called inactive; ? = inconclusive; · = no result given.

item | SMILES | V-ATPase pHluor | NSD2 inh | HTR5A ag | PvdQ inh | SR-BI HDL uptake | CDK5 inh | dFosB act | MITF act | HTR5A inv ctr | Wnt act
1 | N/C(=N\OC(=O)c1ccc(Br)cc1)c1ccncc1 | 3 | -1 | 6 | 14 | -14 | 0.3 | -5 | 98* | -15 | 12
2 | COc1cccc(NC(=O)N2CCCC2C(=O)NC2CCCC2)c1 (stereo not drawn) | 5 | -2 | 2 | 8 | -1 | 1.0 | -3 | 1 | -6 | 1
3 | Cc1ccc(S(=O)(=O)c2cn(C)c3cc(N4CCN(C)CC4)c(F)cc3c2=O)cc1 | 1 | -1 | 0 | -13 | -42 | 1.0 | 1 | 4 | -12 | 0
4 | O=C1NC(Nc2nccs2)(C(F)(F)F)C(=O)N1CCc1ccccc1 (stereo not drawn) | -2 | 0 | -4 | 3 | -18 | -0.2 | 0 | -3 | 10 | ·
5 | CCOC(=O)C(C#N)=C1CCN(Cc2ccccc2)CC1 | -1 | -5 | -1 | -11 | -15 | -0.1 | -6 | 4 | 4 | -1
6 | O=S(=O)(c1ccc(OCC(O)CN2CCN(c3ccccc3Cl)CC2)cc1)N1CCOCC1 (stereo not drawn) | -2 | -4 | -1 | -8 | 23 | -3.4 | -7 | -13 | 3 | ·
7 | CCOn1c(=O)c(-c2cccc3ccccc23)[n+]([O-])c2ccccc21 | 4 | -1 | -1 | -5 | -15 | -1.4 | 1 | -17 | 3 | 1
8 | Cc1cccc(CCNS(=O)(=O)c2ccc3c(c2)n(C)c(=O)c(=O)n3C)c1 | 5 | · | 6 | -4 | 10 | 0.1 | -5 | 2 | -17 | -1
9 | CCOC(=O)CN1C(=O)N[C@H](c2ccc(Br)cc2)C(C(C)=O)=C1C | 1 | · | -1 | -4 | -13 | -0.1 | 4 | 7 | -4 | -2
10 | O=C(CSc1nnc(CN2CCOCC2)n1-c1ccccc1)Nc1ccc(Cl)cc1 | 1 | 1 | 3 | -5 | · | 0.3 | -5 | 2 | 6 | -11
11 | O=C(NNC(=O)c1cc(-c2ccncc2)nc2ccccc12)c1ccccc1F | 0 | 4 | -5 | -15 | 15 | -0.7 | -18 | 46 | 12 | 29
12 | COc1cc(CN2CCC(n3nccc3NC(=O)CCCc3ccccc3)CC2)ccc1F | -3 | 0 | 1 | -11 | 5 | -0.3 | -5 | -3 | -3 | 2
13 | CCCCN(C)C(=O)C1CCN(c2ccc(S(=O)(=O)N3CCOCC3)cc2[N+](=O)[O-])CC1 | -2 | 4 | -4 | -10 | 3 | 0.5 | -12 | -5 | 9 | -4
14 | O=C(O)[C@H](Cc1ccccc1)NC(=O)N1CCOCC1 | 1 | 1 | 0 | -9 | 9 | -1.2 | 4 | 6 | -1 | ·
15 | CCOC(=O)N1CCC(NC(=O)C2CCN(C(=O)c3cc4sccc4n3CC)CC2)CC1 | -5 | 8 | 2 | -9 | · | 0.4 | 0 | -11 | 24 | 2

item | SMILES | V-ATPase pHluor | NSD2 inh | HTR5A ag | PvdQ inh | SR-BI HDL uptake | CDK5 inh | dFosB act | MITF act | HTR5A inv ctr | Wnt act
16 | COc1cc(CNC(=O)C2CCCN2S(=O)(=O)c2ccccc2)cc(OC)c1OC (stereo not drawn) | 1 | -2 | 0 | 7 | -11 | 1.2 | -1 | 5 | 31 | -1
17 | COc1ccccc1NC(=S)NN1CCN(C)CC1 | 0 | -2 | 5 | -2 | 7 | -0.7 | -4 | 11 | 30 | 1
18 | COC(=O)c1ccccc1NC(=O)CSc1nc(O)c(-c2ccccc2)c(=O)[nH]1 | 0 | 1 | 2 | -13 | -16 | 2.7 | 12 | 10 | -6 | -1
19 | CNC(=S)N1CCN=C1Nc1nc(C)cc(C)n1 | -2 | 4 | -4 | -6 | -15 | -0.5 | -10 | 9 | 11 | 1
20 | CC[n+]1c(/C=C/Nc2ccccc2)oc2ccc(OC)cc21 | 1 | -4 | -2 | -10 | 2 | 0.0 | -17 | -8 | -2 | -2
21 | CSc1ccccc1OCc1cc(C(=O)N2CCSCC2)no1 | -2 | -1 | 2 | -3 | 21 | 0.7 | -4 | 133* | 25 | 26
22 | CCC(C)c1ccccc1NC(=O)COC(=O)c1ccc(N2CCCC2)c([N+](=O)[O-])c1 (stereo not drawn) | -3 | -1 | 1 | 13 | -4 | 0.2 | 2 | 2 | 7 | -2
23 | Cc1ccc(S(=O)(=O)N(C)CC(=O)O/N=C(\N)c2cccc(Br)c2)cc1 | -3 | -2 | -1 | 2 | -26 | 0.2 | -11 | -1 | 2 | -3
24 | COC(=O)c1sccc1NS(=O)(=O)c1ccc(F)cc1F | -2 | -6 | -1 | 1 | 10 | 0.0 | -5 | -3 | 4 | 1
25 | O=C(NCc1ccc(F)cc1)C1CCCN1C(=O)Nc1ccccc1 (stereo not drawn) | -1 | -3 | 0 | -9 | -4 | 0.6 | 0 | · | -1 | -1
26 | COc1cccc(NC(=O)COC(=O)CCCC2=NS(=O)(=O)c3ccccc3N2)c1 | 1 | 6 | 0 | 2 | -10 | 0.0 | -3 | -8 | 16 | 0
27 | N#C/C(=C\c1ccc(-c2cccc(C(F)(F)F)c2)o1)C(=O)Nn1cnnc1 | -5 | 8 | 2 | 5 | 20 | -0.7 | -12 | 8 | -7 | -16
28 | O=C(CCc1ccccc1)N=C1SC2CS(=O)(=O)CC2N1c1ccccc1F (stereo not drawn) | 5 | 1 | 1 | -11 | -18 | 0.7 | -16 | 6 | -2 | -1
29 | CN(C(=O)CSc1nnc(-c2ccccc2F)n1N)C1CCCCC1 | 0 | 0 | 0 | -21 | 1 | -1.9 | -1 | 6 | 0 | 3
30 | COc1ccccc1CNC(=O)Cn1c(=O)c2cccn2c2cccnc21 | -2 | -1 | -4 | 11 | -11 | -0.2 | 10 | 2 | -7 | -1

item | SMILES | V-ATPase pHluor | NSD2 inh | HTR5A ag | PvdQ inh | SR-BI HDL uptake | CDK5 inh | dFosB act | MITF act | HTR5A inv ctr | Wnt act
31 | CN1C(=O)N(C)C(c2ccccc2Cl)C2=C1CC(C)(C)CC2=O (stereo not drawn) | -4 | -1 | 2 | -7 | · | -0.2 | 1 | -14 | -21 | -2
32 | O=C(O)C(=Cc1ccccc1[N+](=O)[O-])c1ccccc1 | 0 | -1 | 3 | 0 | 1 | 0.1 | 3 | 10 | -10 | -3
33 | CCn1cc(CN2CCC(n3nccc3NC(=O)c3cccc(F)c3)CC2)c(C)n1 | 1 | 0 | 3 | -2 | 8 | -1.7 | -7 | -10 | -13 | 5
34 | O=C(C1CC1)N1N=C(c2ccc(Br)cc2)CC1(O)C(F)(F)F (stereo not drawn) | 8 | -3 | 4 | 19 | -5 | 1.6 | -2 | -3 | -14 | -1
35 | COc1ccc(Br)cc1CNC(=O)CCc1nc(-c2ccccc2F)no1 | -1 | 1 | -2 | -19 | 12 | 0.1 | -7 | 17 | 4 | -2
36 | Cc1c(C(=O)N2CCOCC2)oc2c1C(=O)CC(C)(C)C2 | 8 | -2 | 1 | 10 | 3 | 2.1 | -9 | 4 | -72 | ·
37 | N#Cc1cccnc1N1CCN(C(=O)c2cccc3c2C(=O)c2ccc(Cl)cc2S3(=O)=O)CC1 | 0 | · | 11 | -4 | 16 | -1.8 | -4 | -8 | 5 | ?
38 | COC(=O)c1c(NC(=O)c2ccccc2)sc2c1CC(C)(C)OC2 | 0 | -6 | 0 | 3 | 73* | -1.8 | -2 | 51 | 16 | ·
39 | CCc1ccc(OS(=O)(=O)c2cn(C)c(=O)n(C)c2=O)cc1 | 2 | 0 | 0 | -16 | -9 | -0.1 | 1 | 11 | -17 | -1
40 | O=C(CSc1nncn1-c1ccccc1)Nc1ccc(F)cc1F | 3 | 1 | -4 | -5 | -3 | 1.0 | -6 | 22 | 21 | -2
41 | COc1ccc(/C=N/NS(=O)(=O)c2ccccc2)cc1OC(=O)c1ccc(C)cc1 | 2 | · | 1 | -6 | -10 | 0.9 | -2 | 8 | -1 | ·
42 | COc1cccc(C(=O)C[n+]2cccc3cc(OC)ccc32)c1 | 2 | 0 | 2 | 1 | -26 | -0.9 | 8 | 0 | -6 | -3
43 | COc1ccc(N=CC=C2OC(C)(C)C(C)(C)O2)cc1OC | 0 | 1 | -3 | -1 | -10 | 0.8 | -16 | · | -25 | -2
44 | Cc1ccc(C(=O)Nc2cccc(-c3ccc(N4CCOCC4)nn3)c2)cc1C | 5 | 1 | 1 | -3 | 77* | 0.3 | -9 | 76 | -4 | 29
45 | CCOc1ccc(-c2cc(CCCC(=O)NCc3ccc(C)cc3)no2)cc1 | 0 | · | 13 | -17 | -1 | -1.4 | -14 | -17 | -39 | -2

item | SMILES | V-ATPase pHluor | NSD2 inh | HTR5A ag | PvdQ inh | SR-BI HDL uptake | CDK5 inh | dFosB act | MITF act | HTR5A inv ctr | Wnt act
46 | COc1ccc2[nH]c(=O)c(CN(CCCN(C)C)C(=O)Nc3ccccc3)cc2c1 | 0 | 5 | 3 | -9 | -28 | 0.0 | -2 | 8 | -12 | ·
47 | Cc1ccc(-c2nc(C#N)c(N3CCCCC3)o2)cc1 | 1 | · | -1 | -16 | 35 | -1.2 | -5 | 29 | 3 | -1
48 | CS(=O)(=O)c1nc(S(=O)(=O)c2ccc(Cl)cc2)c(NCCCn2ccnc2)s1 | 9 | 4 | 3 | 11 | -11 | -1.3 | -6 | -13 | 30 | -2
49 | O=C(CSc1ncn[nH]1)Nc1cc(S(=O)(=O)N2CCCC2)ccc1Cl | -1 | -1 | -1 | -24 | 10 | -0.9 | 1 | 2 | 2 | 1
50 | O=C(C1CCN(S(=O)(=O)N2CCC3(CC2)OCCO3)CC1)N1CCc2ccccc2C1 | -3 | · | 5 | 6 | 11 | 2.4 | -5 | 1 | 0 | -4
51 | CC(C)NC(=O)NC(=O)COC(=O)c1ccc(NC(=O)CC#N)cc1 | 1 | 0 | -3 | -11 | -10 | -1.6 | -10 | -7 | -24 | -8
52 | CC1CCc2sc3nc(N4CCN(CCO)CC4)n4ncnc4c3c2C1 (stereo not drawn) | -1 | 5 | -1 | -5 | · | 0.5 | 6 | 65 | 2 | -3
53 | CN(C)CCCOc1nn(Cc2ccccc2)c2ccccc12 | -1 | · | 2 | -6 | 9 | 1.1 | -11 | -2 | -7 | 25
54 | CN1C(=O)N(c2cccc3ccccc23)C(n2cncn2)C1(C)C (stereo not drawn) | -2 | 0 | 1 | 3 | 12 | 0.5 | -4 | -4 | 8 | -6
55 | O=C1CCCC2=C1C(O)(C(F)(F)F)C(=O)N2Cc1ccccc1 (stereo not drawn) | 1 | -3 | -3 | 12 | -3 | 0.0 | 4 | -10 | 7 | 14
56 | COc1ccc(N2C(N)=NC(N)=NC23CCCC3)cc1 | -2 | 0 | 0 | -15 | -6 | 0.1 | 0 | 2 | 14 | -1
57 | CCN(CC)C(=O)CSc1nc2[nH]ncc2c(=O)[nH]1 | 1 | -2 | 1 | -13 | -19 | 1.0 | 6 | -8 | 6 | -6
58 | FCCCOc1ccc(-c2nccc(-c3ccc(Br)cc3)n2)cc1 | 0 | 1 | 3 | -11 | -15 | 2.0 | 0 | 10 | -9 | ·
59 | COc1cccc(C2CC(c3ccc(C)cc3)=NN2C(=O)c2ccccc2F)c1OC (stereo not drawn) | 2 | -1 | -4 | 4 | 15 | 0.2 | -8 | -7 | 13 | -2
60 | Cc1cc2nc(C3CCCN(C(=S)Nc4ccccc4C)C3)[nH]c2cc1C (stereo not drawn) | 0 | -2 | 2 | -1 | 31 | -1.3 | -2 | -13 | -9 | -10

Source: PubChem
